High-throughput results deposited in PubChem by National Center for Advancing Translational Sciences (NCATS).
D1 antag: antagonists of human D1 dopamine receptor | P21728 | HEK293 TREx D1 cells, calcium flux, dopamine EC80; stronger effect = lower value | activity change, negative = inhibition, % at 10 µM | 360,000 tested, 3.2% active | AID 504652; in the data active means activity change below about -30%; further: on the % scale 0 is the no-effect control and ±100 the full control effect
Target sequence (P21728 whole entry, looked up): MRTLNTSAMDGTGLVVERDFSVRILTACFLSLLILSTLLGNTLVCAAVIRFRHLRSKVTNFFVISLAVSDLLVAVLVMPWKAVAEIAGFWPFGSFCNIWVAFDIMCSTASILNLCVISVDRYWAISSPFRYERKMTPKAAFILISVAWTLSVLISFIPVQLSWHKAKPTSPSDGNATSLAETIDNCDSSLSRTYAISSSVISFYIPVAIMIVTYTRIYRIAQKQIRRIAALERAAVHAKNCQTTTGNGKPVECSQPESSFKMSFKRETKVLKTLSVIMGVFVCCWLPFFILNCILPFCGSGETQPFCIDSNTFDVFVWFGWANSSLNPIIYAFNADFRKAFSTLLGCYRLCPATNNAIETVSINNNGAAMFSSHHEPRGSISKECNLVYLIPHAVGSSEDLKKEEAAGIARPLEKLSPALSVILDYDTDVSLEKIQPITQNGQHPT
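After overnight tetracycline induction at 30 C, force-coupled D1 HEK293 cells took up a no-wash calcium dye at room temperature. Compounds were added and monitored 180 s, and the response to EC80 dopamine was then recorded.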
D2 agonist: activates the human D2 dopamine receptor; P14416; HEK293 T-REx D2 cells, calcium flux agonist mode; activation, % at 2 µM; 340,000 tested, 0.53% active; AID 485358;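 active means activation over 3 SD above normal in the single-dose calcium agonist read, cut at about 30% in these data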; further: 0% is about no effect
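HEK293 Trex D2 cells, tetracycline-induced, o/n 30 C 5% CO2; no-wash Ca dye, RT 30–90 min; 10-cycle baseline, 23 nl cpd added, kinetic Ca read 180 s; agonist hits = positive Ca response.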
D2 PAM: positive allosteric modulators of human D2 dopamine receptor; HEK293 T-REx D2, calcium flux, EC20 dopamine potentiation; 340,000 tested, 0.34% active; AID 485347; potentiation, % at 10 µM; P14416;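 active means potentiation over 3 SD above the plate norm, cut at about 30% in these data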; further: 0% is about no effect
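Tetracycline-induced Hek293 Trex D2 cells, force-coupled to calcium, loaded with no-wash calcium dye. Compound added with 180 s kinetic read for agonism, then EC20 dopamine and a further 180 s read for potentiation.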
RXFP1 antag: RXFP1 (human) relaxin receptor antagonism; HEK293-RXFP1, relaxin-stimulated cAMP HTRF, 30 min; stronger effect = lower value; activity change, negative = inhibition, % at 57.5 µM; Q9HBX9; AID 1259400; 350,000 tested, 0.59% active;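 active means activity change of -60% or lower, but not beyond a set lower limit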; further: on the % scale 0 is the no-effect control and ±100 the full control effect
TRHR PAM: allosteric enhancers of human TRH receptor | TRHR cells, fluo-8 calcium fluorescence, EC20 TRH enhancement | enhancement, % at 2 µM | 360,000 tested, 0.66% active; in the data active means enhancement above about 30%; further: 0% is about no effect
Target sequence (P34981 whole entry, looked up): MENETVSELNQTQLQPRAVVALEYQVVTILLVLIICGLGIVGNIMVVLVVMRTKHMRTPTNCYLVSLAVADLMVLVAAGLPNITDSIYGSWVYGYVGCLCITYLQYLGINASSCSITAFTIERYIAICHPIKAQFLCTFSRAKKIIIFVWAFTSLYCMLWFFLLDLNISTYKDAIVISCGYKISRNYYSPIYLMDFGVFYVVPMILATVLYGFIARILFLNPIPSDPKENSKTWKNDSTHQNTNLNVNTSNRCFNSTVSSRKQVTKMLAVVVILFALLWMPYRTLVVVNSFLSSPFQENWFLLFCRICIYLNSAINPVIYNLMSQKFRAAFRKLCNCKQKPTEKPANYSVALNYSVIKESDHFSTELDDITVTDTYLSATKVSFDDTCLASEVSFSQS
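TRHR-expressing cells loaded with fluo-8 calcium dye were read kinetically (ex 480/em 530) during compound addition, then stimulated with an EC20 of TRH (10 nM final). Enhancement of the Gq-mediated intracellular calcium response was scored.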
TRHR ag: TRH receptor (human) agonism; P34981; TRHR cells, calcium flux fluo-8, FDSS agonist mode; activation, % at 2 µM; 360,000 tested, 0.18% active; AID 493084; further: 0% is about no effect
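Steps: seed TRHR cells overnight; add fluo-8 no-wash Ca dye, RT 30 min–1.5 h; record 10 s baseline; pin-transfer compounds; monitor fluorescence 1 cycle/s for the agonist window. Calcium increases flag candidate agonists.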
D1 ag: activates the human D1 dopamine receptor; AID 504660; P21728; HEK293 T-REx D1 cells, calcium flux, agonist mode; activation, % at 2 µM; 360,000 tested, 1% active; further: 0% is about no effect
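Agonism was scored from calcium flux recorded over 180 s (1 read/s) after pintool compound addition, following a 10-cycle baseline. Cells were inducible force-coupled HEK293 TREx D1, plated overnight at 30 C and loaded with no-wash calcium dye.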
D1 potentiator: enhances dopamine response at the human D1 receptor; AID 504651; potentiation, % at 10 µM; P21728; 360,000 tested, 0.036% active; HEK293 TREx D1 cells, calcium flux, dopamine EC20 potentiation; in the data active means potentiation above about 30%; further: 0% is about no effect
D2 antagonist: D2 dopamine receptor (human) antagonism | HEK293 TREx D2 cells, calcium flux, dopamine EC80 | inhibition, % at 10 µM | 340,000 tested, 2% active | AID 485344; in the data active means inhibition above about 30%; further: 0% is about no effect
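Measurement of antagonist activity uses fluorescent calcium dye in inducible HEK293 T-REx D2 cells: 10 s baseline, compound addition with 180 s read, EC80 dopamine addition with a further 180 s read.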
Numbers without * were called inactive; nt = no result given. Unless noted, no stated cut-off is given here; in the data, active means activation above about 30%; inactive means the rest.

Key to letters – A = D1 antag; B = D2 agonist; C = D2 PAM; D = RXFP1 antag; E = TRHR PAM; F = TRHR ag; G = D1 ag; H = D1 potentiator; I = D2 antagonist
Cc1ccc(N=Nc2c(N)nn3c(C)cc(C)nc23)cc1
  A: -7; B: -0.1; C: -2; D: -16; E: 0; F: -1.6; G: -1; H: -10; I: -9
O=C(CSc1oc(-c2ccccc2)nc1S(=O)(=O)c1ccc(Cl)cc1)c1ccccc1
  A: -12; B: 0.0; C: 0; D: -14; E: -1; F: 0.1; G: 2; H: 3; I: nt
Oc1oc(-c2ccccc2Br)nc1/C=N/c1ccccn1
  A: -9; B: 4.0; C: -8; D: 5; E: -7; F: 0.1; G: 2; H: -14; I: -14
CC1(C)CC(N=Cc2c(O)n(Cc3ccc4c(c3)OCO4)c(=O)c3ccccc23)CC(C)(C)N1
  A: 0; B: 0.0; C: -10; D: 2; E: -5; F: 2.8; G: 4; H: -4; I: 27
CCN(CC)C(=O)CC(c1ccc(N(C)C)cc1)c1c(OC)cc(OC)c2c(-c3ccccc3)cc(=O)oc12 (stereo not drawn)
  A: -14; B: -0.8; C: 10; D: nt; E: 0; F: -0.6; G: 1; H: -5; I: 4
O=C(CC1C(=O)NCCN1Cc1cccc(Oc2ccccc2)c1)NCCn1cccn1 (stereo not drawn)
  A: 0; B: 0.6; C: -3; D: 4; E: 2; F: 0.7; G: 2; H: -2; I: 0
Cc1ccc(C)c(NC(=O)Cn2cc(S(=O)(=O)NC(C)C)c(S(=O)(=O)NC(C)C)c2)c1
  A: 5; B: 1.5; C: -8; D: 4; E: 13; F: 0.5; G: 1; H: -2; I: nt
Cn1c(=O)c2c(SCc3ccccc3)nc(C3CC3)nc2n(C)c1=O
  A: 5; B: -0.7; C: -12; D: -14; E: -3; F: -1.9; G: 1; H: -3; I: 6
COc1ccc2cc(C3c4cc(OC)c(OC)cc4CCN3C(=O)c3ccco3)c(=O)[nH]c2c1 (stereo not drawn)
  A: 45; B: -0.1; C: -1; D: -24; E: -4; F: 0.0; G: 0; H: 0; I: -13
CN1CCN(CCCNC(=O)c2ccc3c(c2)N(Cc2ccc(F)cc2)CCS3)CC1
  A: -22; B: 0.0; C: 0; D: 2; E: 3; F: -0.7; G: 23; H: -7; I: -6
Cc1cccn2c(=O)cc(COc3cccc(NC(=O)COc4ccccc4)c3)nc12
  A: -5; B: -2.2; C: -6; D: 6; E: 14; F: 0.3; G: 6; H: -3; I: nt
CCc1ccc2c(c1)NC(c1ccc(C)cc1)=NC(c1cccs1)=N2
  A: -1; B: -0.6; C: -11; D: -8; E: 1; F: -0.6; G: 0; H: 2; I: nt
COc1ccc(NC2c3ccccc3C(=O)N2c2ccccn2)cc1Cl (stereo not drawn)
  A: 3; B: 0.1; C: 3; D: 3; E: -12; F: -0.4; G: 1; H: nt; I: 0
CC(=O)N/N=C/c1cc2c(cc1[N+](=O)[O-])OCO2
  A: -22; B: 0.0; C: 18; D: -10; E: -1; F: 0.0; G: 2; H: -4; I: 14
CC(C)(C)C(=O)OC/C(N)=N/OC(=O)c1ccccc1
  A: -8; B: 0.7; C: 4; D: 10; E: 3; F: -0.1; G: 2; H: -3; I: -1

Whole records, looked up by structure. Screens in order: D1 antag, D2 agonist, D2 PAM, RXFP1 antag, TRHR PAM, TRHR ag, D1 ag, D1 potentiator, D2 antagonist
`CC1(C)CC(N=Cc2c(O)n(Cc3ccc4c(c3)OCO4)c(=O)c3ccccc23)CC(C)(C)N1` in the list: 0, 0.0, -10, 2, -5, 2.8, 4, -4, 27
`O=C(CC1C(=O)NCCN1Cc1cccc(Oc2ccccc2)c1)NCCn1cccn1` (stereo not drawn) in the list: 0, 0.6, -3, 4, 2, 0.7, 2, -2, 0
`CCN(CC)C(=O)CC(c1ccc(N(C)C)cc1)c1c(OC)cc(OC)c2c(-c3ccccc3)cc(=O)oc12` (stereo not drawn) in the list: -14, -0.8, 10, nt, 0, -0.6, 1, -5, 4
`Cc1ccc(C)c(NC(=O)Cn2cc(S(=O)(=O)NC(C)C)c(S(=O)(=O)NC(C)C)c2)c1` in the list: 5, 1.5, -8, 4, 13, 0.5, 1, -2, nt

More compounds follow.
Key to letters – A = D1 antag; B = D2 agonist; C = D2 PAM; D = RXFP1 antag; E = TRHR PAM; F = TRHR ag; G = D1 ag; H = D1 potentiator; I = D2 antagonist
O=C(CCN1C(=O)/C(=C/c2ccc(F)cc2)SC1=S)NCCc1cnc[nH]1
  A: -15; B: nt; C: nt; D: 12; E: 4; F: 0.1; G: 2; H: -6; I: nt
Nc1c(C(=O)NC2CC2)c2nc3ccccc3nc2n1-c1ccc2c(c1)OCO2
  A: -7; B: 2.0; C: -3; D: -1; E: -3; F: 0.7; G: 10; H: 3; I: 2
C/C(CC(=O)Nc1ccccc1C#N)=N\NC(=O)c1ccncc1
  A: -7; B: -0.3; C: -7; D: -4; E: -7; F: 0.8; G: 1; H: -1; I: 11
COC(=O)c1nn(-c2ccccc2)c(Cl)c1/C=N/OC(=O)c1ccc(Cl)c(Cl)c1
  A: -17; B: 0.3; C: -1; D: 0; E: -4; F: -1.1; G: 3; H: -2; I: 7
COc1ccc(C(=O)N2CCN(C(=O)Cc3ccccc3)CC2)cc1
  A: 26; B: -0.7; C: 2; D: -2; E: 6; F: -0.3; G: 1; H: 1; I: -5
CCOC1OC2C(CO)OC(n3cnc4c(N)ncnc43)C2O1 (stereo not drawn)
  A: 7; B: 5.3; C: 1; D: nt; E: 3; F: 0.0; G: 3; H: 2; I: 6
COc1ccc(CCNC(=O)CCc2c(C)nc3cc(-c4cccc(F)c4)nn3c2C)cc1OC
  A: -34*; B: 0.5; C: 1; D: nt; E: 6; F: -0.1; G: 2; H: 0; I: nt
COc1ccc(S(=O)(=O)N(CC(=O)NN=C2CCN(C)CC2)c2ccc(C)cc2)cc1OC
  A: 5; B: -0.1; C: -16; D: 6; E: -6; F: -0.6; G: 1; H: -6; I: 20
COC(=O)CN1C(=O)Nc2ccc(Br)cc2C1c1ccccc1Cl (stereo not drawn)
  A: 25; B: 0.4; C: 4; D: -14; E: -1; F: 0.9; G: 1; H: 1; I: -2
CCOC(=O)c1sc(N2C(=O)C(O)=C(C(=O)c3ccco3)C2c2ccco2)nc1C (stereo not drawn)
  A: -29; B: 6.7; C: nt; D: -11; E: 16; F: -0.3; G: 1; H: -8; I: 15
Cc1ccccc1C(=O)c1c[nH]c(C(=O)N=CN(C)C)c1
  A: -6; B: 1.1; C: -2; D: -7; E: -2; F: -0.1; G: 3; H: 2; I: -2
CCOc1ccc(C(=O)N(C)C2CCS(=O)(=O)C2)cc1 (stereo not drawn)
  A: -14; B: 0.5; C: 1; D: 9; E: 0; F: 0.0; G: 1; H: -2; I: -1
O=C(Nc1ccc(S(=O)(=O)N2CCCCCC2)cc1)c1c(F)cccc1F
  A: -6; B: 0.5; C: 3; D: -18; E: 1; F: -0.1; G: 5; H: 1; I: -9
O=C(OCC(=O)N1CCc2ccccc21)[C@@H]1CCCN1S(=O)(=O)c1ccccc1F
  A: 24; B: 0.1; C: 7; D: 4; E: 2; F: 0.2; G: 4; H: nt; I: -39
CC1CN(C(=S)Nc2ccc(F)cc2F)CC(C)O1 (stereo not drawn)
  A: 2; B: -0.4; C: 15; D: -5; E: -5; F: 0.4; G: 0; H: 5; I: 12
Cc1ccc(-c2nc(N=Nc3ccc(O)cc3)n[nH]2)cc1
  A: 6; B: 0.2; C: -2; D: -5; E: 12; F: -0.2; G: 4; H: -3; I: 6
O=C1Nc2ccccc2Oc2cc(Oc3ccccc3)ccc21
  A: 13; B: -0.7; C: -8; D: -22; E: -10; F: -0.7; G: 0; H: -6; I: nt
O=S(=O)(Cc1ccccc1Cl)NCCc1ccccc1
  A: 2; B: 0.3; C: -5; D: -1; E: 2; F: -2.4; G: 1; H: 2; I: -10
O=C(CSC1=NC(=O)C(c2ccccc2)C(=O)N1)Nc1ccccc1Cl (stereo not drawn)
  A: -10; B: 0.4; C: 17; D: 7; E: 0; F: 0.4; G: -1; H: 0; I: 7
CCCCOC(=O)c1ccc(OC(=O)c2sc3ncn(Cc4cccc(F)c4)c(=O)c3c2C)cc1
  A: 4; B: -0.5; C: -8; D: -1; E: 17; F: 0.2; G: 0; H: -1; I: nt
COc1ccc(CC(=O)Nc2nc(-c3ccc(F)c(F)c3)cs2)cc1OC
  A: -20; B: -0.9; C: 8; D: -15; E: -8; F: -1.5; G: 8; H: -10; I: 0
COc1ccc(Cl)cc1NC(=O)CN1c2ccccc2CC1C (stereo not drawn)
  A: -10; B: -1.3; C: 17; D: -17; E: -5; F: 0.5; G: 3; H: 1; I: 12
COc1ccc(S(=O)(=O)N2CCCC(C(=O)Nc3ccc(NC(=O)c4ccccn4)cc3)C2)cc1 (stereo not drawn)
  A: -27; B: 0.2; C: 0; D: -20; E: 9; F: 0.1; G: 1; H: -3; I: -3
COCc1c(C(=O)NCc2ccccc2CN2CCCC2)oc2ccccc12
  A: 1; B: -2.1; C: -11; D: -10; E: 2; F: -0.2; G: 4; H: -6; I: 17
Cc1ccccc1N1CC(C(=O)Nc2nnc(SCC(=O)Nc3nccs3)s2)CC1=O (stereo not drawn)
  A: 20; B: -0.3; C: 7; D: nt; E: 7; F: 0.4; G: 5; H: -4; I: -2
C(=N\c1nccs1)/c1cccnc1
  A: -2; B: 0.9; C: 0; D: 0; E: 5; F: 1.5; G: 1; H: 2; I: 2
COc1ccc(NC(=O)c2nc[nH]c2C(=O)N(C)Cc2ccccc2)cc1
  A: 20; B: 0.4; C: 12; D: nt; E: -1; F: -0.4; G: 0; H: -4; I: 3
COc1ccc(C2c3cc(OC)c(OC)cc3CC(=O)N2c2cccc(C#N)c2)cc1 (stereo not drawn)
  A: -7; B: 2.4; C: 15; D: -13; E: -1; F: 0.4; G: 0; H: 2; I: nt
CC(=O)OCC1OC(OC(C)=O)C(NC(=O)c2cccnc2)C(OC(C)=O)C1OC(C)=O (stereo not drawn)
  A: 2; B: nt; C: 11; D: nt; E: 1; F: -0.3; G: 4; H: -6; I: nt
Cc1c(C(=O)N2CCC(C)CC2)c(S(=O)(=O)NCc2ccc(Br)cc2)c(C)n1C
  A: -9; B: 2.5; C: -2; D: 2; E: -12; F: -0.5; G: 4; H: -1; I: nt
CCCCOc1ccc(C2=CSC3=NCCN23)cc1[N+](=O)[O-]
  A: -1; B: 0.4; C: 17; D: -18; E: 10; F: 0.3; G: 3; H: -4; I: 16
